High-throughput results from PubChem.
APP 5'UTR act = APP 5'UTR luciferase reporter activation; SH-SY5Y APP 5'UTR luciferase reporter, luminescence; zero percent = DMSO vehicle wells; activation, % at 2 µM; actives 1% (n = 190,000); AID 1276;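 active means activation above a set limit, based on mean plus 3 SD of controls, cut at about 140% in these data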; further: values of inactives mirror those of a sister screen read the other way
TNAP act hiacc = TNAP (human) activation, high acceptor | P05186 | purified TNAP, CDP-star luminescence, 1 M DEA, 30 min; hits give high values; 0 = EDTA background, 1 = DMSO-only activity | activation factor at 20 µM | 200,000 tested, under 10 active;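 active means activation factor at least 2 at 20 µM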
Target sequence (P05186 whole entry, looked up): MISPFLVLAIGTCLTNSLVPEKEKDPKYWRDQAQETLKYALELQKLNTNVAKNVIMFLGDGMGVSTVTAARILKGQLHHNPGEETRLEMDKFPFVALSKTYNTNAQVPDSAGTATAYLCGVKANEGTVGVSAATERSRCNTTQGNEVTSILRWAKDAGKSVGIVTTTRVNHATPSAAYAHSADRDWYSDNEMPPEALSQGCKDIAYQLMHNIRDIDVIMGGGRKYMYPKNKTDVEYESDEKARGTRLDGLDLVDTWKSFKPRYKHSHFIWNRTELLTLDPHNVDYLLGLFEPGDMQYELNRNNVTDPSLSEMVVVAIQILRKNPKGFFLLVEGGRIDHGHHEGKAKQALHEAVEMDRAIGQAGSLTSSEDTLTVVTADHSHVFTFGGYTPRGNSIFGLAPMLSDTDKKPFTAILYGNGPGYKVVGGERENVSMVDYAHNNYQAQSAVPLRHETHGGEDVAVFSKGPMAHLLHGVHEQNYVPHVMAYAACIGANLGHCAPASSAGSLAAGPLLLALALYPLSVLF
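Measured by: Luminescent substrate turnover signal | Test system: Human TNAP | Input: TNAP 1/800 final | Dosing: 20 µM single point | Schedule: 30 min, room temperature | Controls: EDTA wells as negative control, DMSO wells as positive control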
bIAP act = increases bovine intestinal alkaline phosphatase activity; purified bovine IAP, CDP-star luminescence, 30 min; hits give high values; fold of DMSO-control signal, blank-subtracted; actives 0.17% (n = 200,000); activation factor at 20 µM;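 active means activation factor of 2 or more at 20 µM, a signal rise over negative controls twice the positive control's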
PMI act satM6P = activators of human phosphomannose isomerase at near-saturating mannose 6-phosphate | P34949 | coupled PMI enzyme assay, resazurin fluorescence, 20 min; hits give high values; 1 = untreated enzyme, 0 = substrate-free blank | activation factor at 20 µM | actives 0.34% (n = 190,000);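 active means activation factor of 2 or more at 20 µM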
Target sequence (P34949 whole entry, looked up): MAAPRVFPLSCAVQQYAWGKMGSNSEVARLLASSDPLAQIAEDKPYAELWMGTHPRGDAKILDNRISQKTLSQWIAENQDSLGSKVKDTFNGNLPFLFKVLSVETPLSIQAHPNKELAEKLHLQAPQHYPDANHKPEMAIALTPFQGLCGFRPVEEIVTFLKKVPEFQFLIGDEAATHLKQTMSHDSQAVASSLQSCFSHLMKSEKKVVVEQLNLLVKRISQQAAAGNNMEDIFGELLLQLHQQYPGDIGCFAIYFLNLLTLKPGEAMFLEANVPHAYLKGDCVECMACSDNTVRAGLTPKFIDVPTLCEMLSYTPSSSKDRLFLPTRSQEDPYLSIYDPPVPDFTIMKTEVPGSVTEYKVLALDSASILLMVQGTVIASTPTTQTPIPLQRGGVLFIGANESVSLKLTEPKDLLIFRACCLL
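Material: human phosphomannose isomerase with PGI, G6PDH, diaphorase coupling enzymes / Reagent: Man-6-P substrate 1.0 mM / Dosing: single compound dose of 20 µM, 1% DMSO final / Incubation: enzyme reaction with compound 20 min at room temperature / Signal: resorufin fluorescence (Ex 544/Em 590 nm) from resazurin via diaphorase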
FLuc act counter = affects firefly luciferase, flagging false hits in luciferase stimulation screens. P08659. ATPlite luciferase biochemical, luminescence, 10 min; 0 = ATP-free wells, 1 = DMSO control. activation factor at 10 µM. 200,000 tested, under 10 active;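 active means luciferase activation factor, scaled between plate controls, of at least 2 with compound at 10 µM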
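Assay system – cell-free luciferase reagent · Medium – PBS-based ATP solution · Dosing – test compounds dosed from 2 mM stocks in 100% DMSO · Timing – 10 min, room temperature · Technique – light output (luminescence) · Measure – luminescence gain marking luciferase activators · Controls – No-ATP low control, compound-free enzyme-plus-ATP high control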
FLuc inhib CS = inhibits firefly luciferase, flagging false hits in luciferase inhibition screens; P08659; ATPLite firefly luciferase biochemical luminescence, 10 min; inhibition, % at 10 µM; actives 1.5% (n = 200,000); AID 1006;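 active means inhibition above about 50% when tested at 10 µM, limit read from the data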
NF-kB expr up = NF-kB expression increase, human neuronal cells | NF-kB reporter expression; hits give high values | fold change at 12.5 µM | actives 1.6% (n = 190,000); in the data active means fold change above about 3.3
TNAP inh noacc = inhibitors of human TNAP without phosphate acceptor; actives 0.26% (n = 200,000); purified TNAP, CDP-star luminescence, 30 min; inhibition, % at 20 µM; P05186; AID 1012;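 active means tissue-nonspecific alkaline phosphatase inhibition above about 50% at 20 µM in the single-dose screen, limit read from the data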;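 further: 0% = DMSO negative control and 100% = EDTA positive control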
TNAP inh hiacc = TNAP (human) inhibition, high acceptor | P05186 | purified TNAP, CDP-star luminescence, 1 M DEA | inhibition, % at 20 µM | actives 0.03% (n = 200,000);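 active means over 50% inhibition of tissue-nonspecific alkaline phosphatase at 20 µM in the single-dose screen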;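 further: plate controls were DMSO wells for no effect and EDTA-quenched wells as full inhibition for full effect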
PMI act = activators of human phosphomannose isomerase | actives 0.005% (n = 190,000) | purified human PMI, coupled resazurin fluorescence, 20 min; hits give high values; 1 = vehicle control, 0 substrate-free wells | activation factor at 20 µM;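 active means activation factor of 2 or more at 20 µM, relative to plate controls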
Starred values were filed as active, the others as inactive; . = no result given.

SMILES	APP 5'UTR act	TNAP act hiacc	bIAP act	PMI act satM6P	FLuc act counter	FLuc inhib CS	NF-kB expr up	TNAP inh noacc	TNAP inh hiacc	PMI act
Cc1ccc(-c2cc(C(F)F)nc(NCC3CCCO3)n2)cc1 (stereo not given)	-13	1	0.9	0.8	1	0	1.3	-4	-1	0.8
CCOC(=O)N1CCN(c2cc(=O)n(-c3cccc(Br)c3)c(=O)[nH]2)CC1	-17	1	0.9	0.9	1.1	-7	0.98	2	-3	0.9
CC(C)C(=O)NC(=S)Nc1ccc(S(=O)(=O)N2CCCC2)cc1	3	1	1	1	1.1	-8	0.84	0	-3	1
Cc1ccc(CC2CC(=O)N(CC(=O)O)C2=O)cc1 (stereo not given)	6	1	0.9	1.2	1.1	-7	1.3	-5	-2	1.2
NC(=O)c1ncn([C@@H]2O[C@H](CO)[C@@H](O)[C@H]2O)c1O	5	1.1	0.7	1.4	1	-2	1	-12	-6	1.4
CN(C)CC(=O)Nc1cc(C(F)(F)F)ccc1Cl	.	1	1.1	1	1	-2	1.1	-10	-3	1
Cc1cccc(C(=O)O/N=C(\N)Cc2ccc([N+](=O)[O-])cc2)c1	0	1	0.6	1	1.1	-6	0.76	-6	-1	0.9
O=C(Nc1ccccc1)OCCNC(=O)c1ccccc1	7	1	1	1	1	0	1.2	-2	-1	1
Nc1ccc2nc(CCc3ccccc3)[nH]c2c1	23	1	1	1.1	0.9	14	1	-6	5	1.1
CN(C)c1cc(NC(=O)CNC(C)(C)CC(C)(C)C)c2ccccc2n1	8	1	1.1	1.1	1	-5	1.1	-4	-3	1.1
Cc1cc(C)cc(N(CC(=O)Nc2ccccc2)C2=NC3CS(=O)(=O)CC3S2)c1 (stereo not given)	-6	1	1	0.9	1	-1	1.3	-8	0	0.9
CCN(CCNS(=O)(=O)c1ccc2[nH]c(=O)sc2c1)c1ccccc1	-6	1	0.8	0.9	1	-5	0.99	-7	-3	0.8
CCOc1ccc(C2/C(=C(/O)c3ccc(Cl)cc3)C(=O)C(=O)N2CCCN(C)C)cc1OC (stereo not given)	.	1.1	1	1.1	1.1	-6	.	-9	-7	1
COc1ccc(NC(=O)CCNS(=O)(=O)c2ccc3c(c2)c(=O)n(C)c(=O)n3C)cc1OC	-18	1	1.2	0.8	1	-3	1.1	-12	-3	1
CSc1ccc(C(=O)C2CCCN(C(=O)c3nn(C)c(=O)c4ccccc34)C2)cc1 (stereo not given)	-5	1.1	1	1.1	1.1	-11	0.85	-5	-7	1
Cn1c(Cn2cnc3ccccc32)nc2ccccc21	-4	1.1	0.9	1	1.1	-7	0.87	-2	-6	0.9
Cc1nnc(SCc2cnc(-c3ccccc3)o2)[nH]c1=O	9	1	0.8	1.1	1.1	-7	1.1	-7	-3	1
CCOc1ccc(NC(=O)CCC(=O)n2nc(C)cc2C)cc1	-13	1.1	0.9	1.1	1	4	1.4	0	-6	1
Cc1ccc(N2CN(Cc3ccco3)CNC2=S)c(C)c1	-3	1	0.7	1	1	-1	0.99	10	-3	1.1
Cc1ccc(-c2nnn(CC(=O)N3CCN(c4ccccc4)CC3)n2)o1	8	1	0.8	1	1.1	-5	1.1	-7	0	0.9
CCOC(=O)C1=C(C)Nc2nc3ccccc3n2C1c1ccccc1 (stereo not given)	13	1	1	0.9	1	0	1.2	4	-4	0.8
CCn1c(SCC(=O)NCc2ccco2)nnc1-c1cccs1	13	1	1	1	1	-1	1.3	-17	-4	0.9
CCCCCCNS(=O)(=O)c1ccc(NC(=O)C2CCCO2)cc1 (stereo not given)	16	1	1	1	1	-2	0.85	-5	-4	1
Cc1ccc(-n2c(SCC(=O)Nc3cc(C)on3)nc3ccccc3c2=O)cc1	24	1	0.9	1	1	-4	1.2	-5	2	1
Cc1cc(=O)oc2cc(OCC(=O)N3CCN(C(=O)c4ccco4)CC3)ccc12	19	1	1	1.1	1.1	-10	0.84	-20	-2	1.1
CCc1cc2c(SCC(=O)c3ccccc3)ncnc2s1	21	1	1.1	1	1	1	2.1	-10	-4	1
COCCNC(=S)NC1CC2CCC(C1)N2Cc1ccccc1 (stereo not given)	-6	1	1	0.8	1	3	1	2	-3	0.9
COc1ccc(C(=O)CSc2nc3[nH]ncc3c(=O)[nH]2)cc1	0	1	1.1	1.1	1	-4	1.2	-10	-2	1.3
O=C(Nc1ccccc1)NC1(C(=O)N2CCN(c3ncccn3)CC2)CCCCC1	13	1	0.8	1	1.1	-8	1.2	-35	-3	1
CN(Cc1ccccc1)C(=C(Cl)Cl)/C(=C1/NCCN1C)[N+](=O)[O-]	-7	1	1	1	1	3	1	-9	-5	1.1
COC(=O)c1ccccc1NC(=S)N1CCN(c2ccc(OC)cc2)CC1	-6	1	1	1	1.1	-8	1	-4	0	1
COc1ccc(CCNC(=O)CCn2c(=O)oc3ccccc32)cc1	20	1	1	0.9	1	-3	0.96	-5	3	0.9
C#Cc1cccc(NC(=O)C2CCN(C(C)=O)CC2)c1	18	1.1	1	1.1	1	-4	1.2	-13	-7	1
CCOc1ccc(NCc2ccccc2OCc2cccc(F)c2)cc1	22	0.9	1	1.2	1	-3	0.95	-14	6	1
c1ccc(CCn2nnnc2CN2CCc3ccccc32)cc1	31	1.1	1	0.9	1.1	-9	1	-6	-5	0.9
Cc1[nH]c2ccccc2c1/C=C/c1nc2ccccc2c(=O)n1CCO	-18	1	1.1	1	0.8	16	0.39	-4	0	1.1
COc1cc(OC)c(N(C)S(=O)(=O)c2cccc(C(=O)OCC(=O)c3c[nH]c4ccccc34)c2)cc1Cl	-22	1	0.9	0.9	1	-3	1.1	-8	-4	0.9
COc1ccc2c(c1)oc(=O)c1cc(OC)ccc12	83	1.1	1.1	0.9	0.8	21	2.4	-9	-6	0.9
Cc1ccc(S(=O)(=O)Oc2ccccc2/C=N/N=C(N)N)cc1	-21	1	0.9	0.9	1	-1	1.4	-4	-1	0.9
S=c1[nH]nc(C2CCCCC2)n1Cc1ccccc1	-14	1.1	0.7	0.9	1	2	0.98	-3	-7	0.9

An excerpt from above in order of count of non-hydrogen atoms, low to high.
SMILES	APP 5'UTR act	TNAP act hiacc	bIAP act	PMI act satM6P	FLuc act counter	FLuc inhib CS	NF-kB expr up	TNAP inh noacc	TNAP inh hiacc	PMI act
S=c1[nH]nc(C2CCCCC2)n1Cc1ccccc1	-14	1.1	0.7	0.9	1	2	0.98	-3	-7	0.9
CCc1cc2c(SCC(=O)c3ccccc3)ncnc2s1	21	1	1.1	1	1	1	2.1	-10	-4	1
COc1ccc(C(=O)CSc2nc3[nH]ncc3c(=O)[nH]2)cc1	0	1	1.1	1.1	1	-4	1.2	-10	-2	1.3
COCCNC(=S)NC1CC2CCC(C1)N2Cc1ccccc1 (stereo not given)	-6	1	1	0.8	1	3	1	2	-3	0.9
COc1ccc(CCNC(=O)CCn2c(=O)oc3ccccc32)cc1	20	1	1	0.9	1	-3	0.96	-5	3	0.9
Cc1[nH]c2ccccc2c1/C=C/c1nc2ccccc2c(=O)n1CCO	-18	1	1.1	1	0.8	16	0.39	-4	0	1.1
COC(=O)c1ccccc1NC(=S)N1CCN(c2ccc(OC)cc2)CC1	-6	1	1	1	1.1	-8	1	-4	0	1
Cc1cc(=O)oc2cc(OCC(=O)N3CCN(C(=O)c4ccco4)CC3)ccc12	19	1	1	1.1	1.1	-10	0.84	-20	-2	1.1
O=C(Nc1ccccc1)NC1(C(=O)N2CCN(c3ncccn3)CC2)CCCCC1	13	1	0.8	1	1.1	-8	1.2	-35	-3	1
COc1cc(OC)c(N(C)S(=O)(=O)c2cccc(C(=O)OCC(=O)c3c[nH]c4ccccc34)c2)cc1Cl	-22	1	0.9	0.9	1	-3	1.1	-8	-4	0.9

Later entries.
SMILES	APP 5'UTR act	TNAP act hiacc	bIAP act	PMI act satM6P	FLuc act counter	FLuc inhib CS	NF-kB expr up	TNAP inh noacc	TNAP inh hiacc	PMI act
Cc1nc(Nc2ccc(Cl)c(Cl)c2)sc1C(=O)Nc1ccccc1	24	1	0.9	1	1	1	1.1	-6	-1	1
CCOC(=O)c1sc(NC(=S)NC(=O)c2ccccc2)c(C(=O)OCC)c1C	12	0.9	1	1	1	-3	1	1	6	0.9
COc1ccc(-n2cc(-c3ccc(OC)c(OC)c3)[nH]c2=S)cc1	13	1	0.9	0.9	0.9	14	1.1	-11	-2	1
C/[N+]([O-])=C\C1C(=O)CC(C)(C)CC1=O	12	1	1.1	1.1	1	-2	1.1	-8	2	1.2
O=C(NNc1cccc(Cl)n1)c1cccnc1Cl	5	1	0.9	1	1	0	1.1	-41	0	1.1
O=c1nccc(NCc2ccco2)[nH]1	-8	1	0.9	1.2	1	1	1	-6	0	1.2
O=C(c1ccco1)N1CCN(S(=O)(=O)c2ccc(S(=O)(=O)NC3CCCCC3)cc2)CC1	0	1	1	0.9	1	-4	1.2	-7	-3	1
CCCCNC(=O)N(CC)c1c(N)n(Cc2ccccc2)c(=O)[nH]c1=O	-7	1	1.2	0.9	1.1	-5	0.95	-7	-2	1
Cc1cccc(C)c1NC(=S)N1CCCN(Cc2ccc(F)cc2)C1	2	1	0.8	0.9	1.1	-6	2.3	0	-2	1
COc1ccc(C(=O)OCC[N+]2(C)CCCCC2)cc1	13	1.1	1	1.1	1	-4	1.5	-4	-5	1
O=C(Cn1cnnn1)Nc1cccc([N+](=O)[O-])c1	10	1	0.9	0.9	1.1	-5	0.91	1	0	1
Cc1cccc(NC(=O)c2sc(Cl)nc2-c2ccccc2)c1	-13	1	0.9	1.1	1	3	0.88	5	-4	1
CC(NS(=O)(=O)c1ccccc1)C(=O)NCCc1ccccn1 (stereo not given)	11	1	1.2	1	1	-3	1.3	-2	-1	1
Cc1cc2nsnc2c(S(=O)(=O)NCC(=O)O)c1C	5	1.1	1.1	0.9	1	-4	.	-14	-9	0.9
Cc1ccc(NC(=O)N2CCC(NC(=O)c3ccccc3C)CC2)cc1	15	1	1	1	1	-3	1	-9	-2	1
COC(C(=O)N/N=C(\C)CC(=O)Nc1ccc(N(C)C)cc1)c1ccccc1 (stereo not given)	1	1	1.2	0.7	1	-2	1.3	-12	0	0.8
O=c1[nH]c(/C(Cl)=C/c2c(F)cccc2Cl)nc2cc(Cl)ccc12	20	1	1	1	1	4	1	-6	-1	0.9
CCCCNc1nc2ccccc2n1CC(=O)Nc1c(C)cccc1CC	0	1	1.2	1	1	-1	1.3	-11	-2	1.1
CCOC(=O)C1CCN(CC(=O)c2c(C)[nH]c3cc(C)ccc23)CC1	5	1	1.2	1	1	-3	1	-10	-2	1
c1cncc(-c2nn3cnnc3s2)c1	2	1	0.9	0.8	1	-3	1.1	-4	-1	0.9

Compounds were not picked by outcome; overall some 3.6% were active at least once.
